Screening data from PubChem BioAssay.
CRFR2-BP antag – antagonists of CRF-BP/CRF-R2 complex, primary screen, cell-based, HEK293, calcium dye fluorescence, uHTS; 0.59% of 350,000 active; CRF-induced calcium fluorescence; AID 588475, 2011; inhibition, % at 11.8 µM;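 active = inhibition of the ligand-induced calcium signal above about 50% at the single tested concentration, limit read from the data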
CHRM5 agonist – human M5 muscarinic receptor agonists, primary screen, CHO-K1 cells, Fluo-8 calcium fluorescence | CHO-K1 hM5 cells; 0% DMSO wells, 100% maximal acetylcholine response | activation, % at 3 µM | 0.19% of 360,000 active | AID 624037, 2012;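 active = activation above the run's mean over test compounds plus 3 SD, cut at about 23% in these data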;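 also: signal is peak over basal fluorescence ratio across the kinetic read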
Target sequence (P08912 whole entry, looked up): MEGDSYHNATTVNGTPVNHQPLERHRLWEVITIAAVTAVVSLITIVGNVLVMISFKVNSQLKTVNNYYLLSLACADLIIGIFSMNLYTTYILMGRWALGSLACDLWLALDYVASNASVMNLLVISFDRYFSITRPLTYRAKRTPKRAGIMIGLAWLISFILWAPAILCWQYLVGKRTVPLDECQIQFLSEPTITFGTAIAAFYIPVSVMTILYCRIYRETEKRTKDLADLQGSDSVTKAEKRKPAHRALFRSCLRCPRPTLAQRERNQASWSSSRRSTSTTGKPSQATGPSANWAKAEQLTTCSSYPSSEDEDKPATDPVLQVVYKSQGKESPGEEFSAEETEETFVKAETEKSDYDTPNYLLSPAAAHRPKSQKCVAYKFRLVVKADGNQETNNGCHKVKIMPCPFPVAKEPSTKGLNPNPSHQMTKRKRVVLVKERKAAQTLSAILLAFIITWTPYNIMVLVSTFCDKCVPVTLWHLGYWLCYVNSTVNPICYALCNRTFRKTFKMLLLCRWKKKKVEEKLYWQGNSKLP
CRFR2-BP ag – agonists of CRF-BP/CRF-R2 complex, primary screen, cell-based, HEK293, calcium dye fluorescence, uHTS | calcium dye fluorescence (FLIPR); percent of saturating CRF peptide response | 0.46% of 350,000 active | activation, % at 13.2 µM;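 active = activation of at least 50%, plus an integration ratio under a set limit after plate pattern correction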;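 also: plate controls were neutral control wells without compound for no effect and CRF at EC100 for full effect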
CHRM4 antagonist – human M4 muscarinic receptor antagonists, primary screen, CHO cells, Fluo-8 calcium fluorescence | Muscarinic acetylcholine receptor M4 (Homo sapiens), P08173 | CHO-hM4 cells, ACh EC80 | inhibition, % at 3 µM | 0.73% of 360,000 active;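 active = inhibition above its plate's cutoff, the mean inhibition of sample wells plus 3 SD, cut at about 27% in these data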;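 also: 0% = acetylcholine EC80 with DMSO and 100% = DMSO without agonist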
CHRM1 PAM – human M1 muscarinic receptor positive allosteric modulators, primary screen, CHO-K1 cells, Fluo-8 calcium fluorescence, 1536-well; CHO-K1 hM1, ACh EC20; 0% = ACh EC20, 100% = maximal ACh; activation, % at 3 µM; 0.088% of 360,000 active; in the data active = activation above about 19%, passing the limit was not always enough
Target sequence (P11229 whole entry, looked up): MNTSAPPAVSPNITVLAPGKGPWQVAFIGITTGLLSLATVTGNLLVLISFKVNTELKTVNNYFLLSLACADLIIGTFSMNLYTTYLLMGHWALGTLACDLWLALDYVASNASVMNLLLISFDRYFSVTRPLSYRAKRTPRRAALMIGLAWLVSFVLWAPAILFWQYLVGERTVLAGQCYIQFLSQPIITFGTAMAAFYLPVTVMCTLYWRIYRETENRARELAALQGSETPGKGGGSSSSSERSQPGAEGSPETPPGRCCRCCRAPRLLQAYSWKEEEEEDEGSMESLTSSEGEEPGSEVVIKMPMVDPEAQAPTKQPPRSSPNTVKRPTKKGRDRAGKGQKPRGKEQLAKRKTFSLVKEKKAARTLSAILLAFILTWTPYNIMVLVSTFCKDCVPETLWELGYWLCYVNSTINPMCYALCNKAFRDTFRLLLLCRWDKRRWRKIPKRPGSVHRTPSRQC
M5 PAM – human M5 muscarinic receptor positive allosteric modulators, primary screen, CHO-K1 cells, Fluo-8 calcium fluorescence | CHO-K1 hM5, ACh EC20 PAM; 0% = ACh EC20, 100% = ACh EC100 | activation, % at 3 µM | 0.3% of 360,000 active;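 active = activation above the run cutoff, the mean activation of all test compounds plus 3 SD, cut at about 18% in these data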
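Probe or stimulus: acetylcholine, EC20 level; Assay system: human M5 receptor in CHO-K1 cells; Schedule: compound preincubation 140 s before EC20 acetylcholine addition; Technique: intracellular calcium via Fluo-8 fluorescence; Dosing: single-point, 3 µM nominal; Read-out basis: percent activation from peak-over-basal fluorescence ratio, scaled EC20-to-EC100 acetylcholine; Repeats: one well per compound, no replicates.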
CHRM4 PAM – human M4 muscarinic receptor positive allosteric modulators, primary screen, CHO-K1 cells, Fluo-8 calcium fluorescence; Muscarinic acetylcholine receptor M4 (Homo sapiens), P08173; CHO-K1 hM4/Gqi5, ACh EC20; 0% = ACh EC20, 100% = maximal ACh; activation, % at 3 µM; 0.4% of 360,000 active; AID 624126, 2012;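 active = activation above its plate's cutoff, the mean activation of sample wells plus 3 SD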; also: some results filed as inactive read as strong as hits
CHRM4 agonist – human M4 muscarinic receptor agonists, primary screen, CHO-K1 cells, Fluo-8 calcium fluorescence | Muscarinic acetylcholine receptor M4 (Homo sapiens), P08173 | CHO-K1 hM4/Gqi5; vehicle 0%, full acetylcholine response 100% | activation, % at 3 µM | 0.14% of 360,000 active;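 active = activation above the run mean over all test wells plus 3 SD, cut at about 32% in these data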;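 also: peak over basal fluorescence ratio per well then scaled between controls; 0% = DMSO wells and 100% = acetylcholine at EC100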
M5 antag – human M5 muscarinic receptor antagonists, primary screen, CHO cells, Fluo-8 calcium fluorescence; Muscarinic acetylcholine receptor M5 (Homo sapiens), P08912; CHO-hM5 cells, ACh EC80; inhibition, % at 3 µM; 0.59% of 360,000 active; AID 624040, 2012;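 active = inhibition above a per-plate cutoff, the mean of that plate's test compounds plus 3 SD, cut at about 27% in these data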;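 also: 0% = acetylcholine EC80 with DMSO and 100% = DMSO without agonist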
Numbers without * were called inactive; · = not tested or not shown.

cpd	CRFR2-BP antag	CHRM5 agonist	CRFR2-BP ag	CHRM4 antagonist	CHRM1 PAM	M5 PAM	CHRM4 PAM	CHRM4 agonist	M5 antag	Compound
1	9	0	-1.9	-3	5	-1	2	1	-2	O=C(CNC(=O)N1CC(=O)Nc2ccccc21)Nc1ccccc1
2	-4	1	0.5	9	-3	-2	-3	3	5	COc1ccc(CCNC(=O)COc2ccc(S(=O)(=O)NCC(C)C)cc2Cl)cc1OC
3	-2	2	-0.6	1	9	-6	-1	0	6	CC(=O)NC1CCCN(O)C(=O)/C=C(\C)CCOC(=O)C(NC(C)=O)CCCN(O)C(=O)/C=C(\C)CCOC(=O)C(NC(C)=O)CCCN(O)C(=O)/C=C(\C)CCOC1=O (stereo unspecified)
4	22	-4	0.7	8	-7	-9	-9	6	8	Cc1c(Cl)c([N+](=O)[O-])nn1Cc1ccc(C(=O)N/N=C\c2cccc(Br)c2)o1
5	2	-8	-0.6	-5	3	7	-2	0	-13	COCCNC(=O)c1csc(Nc2cccc3ccccc23)n1
6	19	1	0.1	1	0	1	-5	0	10	CC1=NN(C(N)=S)C(=O)C1N=Nc1cccc([N+](=O)[O-])c1 (stereo unspecified)
7	-13	-3	0.8	6	3	-3	-5	3	15	Cc1nn(CC(=O)NCC(C)c2ccccc2)c(=O)c2cc(-c3ccccc3)nn12 (stereo unspecified)
8	·	1	·	-7	3	1	0	1	7	C=CCNc1ncnc2c1ncn2[C@H]1CN(Cc2ccccc2)C[C@@H](CO)O1
9	·	0	·	2	8	-4	2	3	7	Cc1ccccc1-c1cnc(C(O)c2ccc(F)c(F)c2)[nH]1 (stereo unspecified)
10	-7	-6	-0.2	7	7	-4	-2	2	3	CCOC(=O)Cc1csc(NC(=O)c2ccc(Br)o2)n1
11	7	1	9.4	4	9	6	3	2	-1	OCCN1CCN(CC(O)COCCOc2ccc(Br)cc2)CC1 (stereo unspecified)
12	-25	-3	11	-7	-1	2	-3	-1	-2	Cc1ccc(C(=O)OC(C(=O)Nc2ccc(Cl)cc2C(F)(F)F)c2ccccc2)cc1 (stereo unspecified)
13	2	2	4.7	3	-4	-4	2	1	2	N#CC1=C(N)Nc2nc3ccccc3n2C1c1ccc(F)cc1 (stereo unspecified)
14	12	-1	1.0	1	8	-4	20	0	3	CC(C)COc1ccc(C(=O)OCC(=O)NCCC2=CCCCC2)cc1
15	-14	2	-3.1	-7	11	3	7	1	1	Cn1c(=O)c2c(nc(N3CCN(c4ccccn4)CC3)n2Cc2ccccc2Cl)n(C)c1=O
16	3	-6	-2.2	0	-3	-2	4	1	-1	CCN(CC)CCN1C(=O)C(=O)/C(=C(/O)c2ccncc2)C1c1ccccc1F (stereo unspecified)
17	-3	6	-0.5	-3	3	4	4	1	-1	CCOC(=O)[C@H]1[C@H]2COc3ccccc3[C@@H]2N2C(=O)CN(CC3CCCO3)C(=O)[C@@]12C (stereo partly specified)
18	-13	-4	-0.1	-3	5	8	-4	0	2	CC1CCN(CCCN2C(=O)C3C(C(=O)Nc4cccc(Cl)c4)C4C=CC3(O4)C2C(=O)NC2CCCCC2)CC1 (stereo unspecified)
19	1	1	-1.8	4	2	-4	6	2	11	COc1ccc(NC(=O)Nc2cccc3cccnc23)cc1
20	0	0	-0.7	-6	0	-5	-5	2	9	Cc1cc(C)c(C(=O)CSC2=NC(N)=C(C#N)C3(CCCCC3)C2C(N)=O)cc1C (stereo unspecified)
21	-26	4	2.9	15	-8	-7	-11	11	10	COc1ccc(N2CCN(C(=O)c3cc(-c4cccs4)nc4ccccc34)CC2)cc1
22	-7	-1	1.1	-7	5	2	2	1	0	CCn1c(=O)c(C)nn2c3ccccc3nc12
23	5	-2	-0.3	1	3	-1	-5	3	6	O=c1c2ccccc2nc2n1CCCS2
24	2	-2	-1.2	-4	-1	-5	9	-1	0	Nn1c(Cc2cccc3ccccc23)nnc1SCc1ccccc1
25	17	-1	-4.4	-2	3	8	-1	1	7	O=C(NC(=S)Nc1ccc(S(=O)(=O)Nc2nccs2)cc1)C1CC1
26	-10	2	2.0	-2	5	-6	8	2	0	O=C(c1ccccc1)N1CC(COc2ccccc2)OC(c2ccco2)O1 (stereo unspecified)
27	-15	4	3.4	-11	5	0	4	9	-6	CCOC(=O)N1CCN(Cc2nc(N)nc(Nc3ccc(Oc4ccccc4)cc3)n2)CC1
28	-22	-2	-1.1	0	6	0	-3	0	6	COc1cccc(C(=O)Nc2nnc(C(C)C)s2)c1
29	3	-2	-0.9	-1	4	4	5	0	1	CC/C(O)=C(/C#N)c1nnc2n1CCCCC2
30	-19	-2	7.0	-5	15	8	12	1	-2	Nc1cccc2c1C(=O)N(Cc1cccc(Cl)c1)C2=O
31	-8	-2	-0.6	-4	-1	6	-3	2	3	COc1cc(OC)cc(C(=O)NCC(=O)N2CC=C(c3ccccc3)CC2)c1
32	16	1	-1.1	15	3	2	-5	0	-9	CCOC(=O)N1CCN(C(=O)C2CCN(S(=O)(=O)c3c(C)cc(C)cc3C)CC2)CC1
33	-1	-2	-0.8	1	4	0	3	2	5	O=C(O)c1cccc(N/N=C/c2cccnc2)c1
34	6	-1	-1.5	2	0	-5	-14	0	5	N#C/C(=C\Nc1ccc2c(c1)OCCO2)C(=O)NCc1ccco1
35	1	-1	-2.4	6	12	0	-3	0	3	COc1ccc(OC)c(C2N(c3ccccn3)C(=O)C3CCCN32)c1 (stereo unspecified)
36	10	-3	0.0	-12	8	3	3	1	2	Cn1cccc1C(=O)NNC(=O)c1ccccc1Br
37	-5	-3	0.0	-7	3	0	1	0	-3	O=C(Nc1ccc(Nc2ccncc2)cc1)c1ccc(Nc2ccnc3ccc([N+](=O)[O-])cc23)cc1
38	6	-5	-1.9	-7	6	-4	1	-1	1	O=C(O)CCCn1nc(C(F)(F)F)c2c1CCCCC2
39	-31	-5	-1.4	-17	3	7	5	1	3	CCC(=O)N1N=C(c2ccc(C)o2)CC1c1ccc(OC)cc1 (stereo unspecified)
40	-9	2	0.9	-5	10	0	15	3	-2	COc1cccc(Nc2ncnc3c2cnn3C)c1
41	22	-1	-4.7	-3	9	5	-1	1	-8	N/C(=N\OC(=O)N1CCOCC1)c1ccc(Cl)cc1
42	13	-1	-1.6	-3	5	3	-7	2	10	O=C(CC1C(=O)NCCN1C(=O)Nc1ccc(F)cc1F)Nc1cc(Cl)ccc1Cl (stereo unspecified)
43	7	-1	-2.2	3	3	0	-4	0	-1	COc1ccc(OC)c(NC(=O)CN(C)S(=O)(=O)c2ccc3nc(C)sc3c2)c1
44	2	-5	-0.9	-3	1	-3	-3	1	-1	CCn1c(SCC(=O)c2ccc(OC)cc2)nnc1C1CC1
45	3	-4	1.1	-17	7	-4	4	1	-14	COc1ccc(S(=O)(=O)NCC(=O)N(CC(=O)NCC2CCCO2)c2cc(C)ccc2C)cc1 (stereo unspecified)
46	-12	2	1.5	6	0	-3	-3	0	7	Nc1ccc(-c2ccc(N)c(C(=O)O)c2)cc1C(=O)O
47	15	-2	0.2	6	2	-7	-1	0	13	CN=Cc1cc(-c2ccccc2)sc1O
48	-7	5	-0.2	-19	6	-2	12	2	-9	CC(Sc1nnnn1C1CCCC1)C(=O)Nc1cccc(S(=O)(=O)N2CCOCC2)c1 (stereo unspecified)
49	3	-2	0.4	-18	-7	-2	3	2	2	CCOC(=O)N1CCc2cc(OC)c(OC)c3c2c1cc1cc(OC)c(OC)cc13
50	11	-2	1.5	2	1	-5	-3	0	2	COc1ccc(/C=C/C(=O)c2ccc(Cl)cc2)c(OC)c1
51	-23	5	-0.4	5	4	-3	-5	5	-2	O=C(CCc1nnc(CCCCc2ccccc2)o1)NC(c1cccnc1)C(F)(F)F (stereo unspecified)
52	-9	1	-0.1	0	8	-2	1	0	3	NC(=O)c1c(NC(=O)CN2C(=O)CCC2=O)sc2c1CCCCC2
53	7	9	0.6	2	-5	-12	-7	9	11	O=C(COC(=O)C1CCN(S(=O)(=O)c2cccs2)CC1)Nc1ccc(F)cc1Cl
54	-15	-2	-1.0	-17	9	-3	9	3	4	COc1ccc(N(CC(=O)NCc2ccc(F)cc2)C(=O)CCC(=O)Nc2nccs2)cc1
55	-25	-4	0.1	-4	-6	-14	2	5	1	CSCC[C@H](NC(=O)COc1ccc(Cl)cc1Cl)c1nc2ccccc2[nH]1
56	0	4	1.1	3	8	8	14	0	-4	Cc1c(NC(=O)CSc2nnc(C(C)N(C)C)n2-c2ccccc2)c(=O)n(-c2ccccc2)n1C (stereo unspecified)
57	1	1	0.4	1	5	-4	-4	1	15	Cc1cc(CNC(=O)C2(C(F)(F)F)CC(CCCO)CCCO2)nn1C (stereo unspecified)
58	-8	-4	-0.3	4	2	-3	3	0	-1	Cc1nn(Cc2ccccc2)c(N)c1C#N

3 compounds already listed, arranged by SMILES length, low to high.
cpd	CRFR2-BP antag	CHRM5 agonist	CRFR2-BP ag	CHRM4 antagonist	CHRM1 PAM	M5 PAM	CHRM4 PAM	CHRM4 agonist	M5 antag	Compound
33	-1	-2	-0.8	1	4	0	3	2	5	O=C(O)c1cccc(N/N=C/c2cccnc2)c1
19	1	1	-1.8	4	2	-4	6	2	11	COc1ccc(NC(=O)Nc2cccc3cccnc23)cc1
9	·	0	·	2	8	-4	2	3	7	Cc1ccccc1-c1cnc(C(O)c2ccc(F)c(F)c2)[nH]1 (stereo unspecified)
